Bioassay records: PubChem BioAssay, several laboratories
HSF1 inhib = HSF1 inhibition. NIH3T3-HGL HSE-luciferase, MG132-induced, luminescence 8 h; hits give low values. activity change, negative = inhibition, % at 7.5 µM (by protocol). actives 0.77% (n = 300,000);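 active = more than half of replicate wells show activity change below -50%, luminescence cut by over half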;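 note: luciferase reports HSF-1 transcriptional activity via heat shock element; 0% = median of DMSO wells and -100% = zero luminescence signal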
Platelet DG rel = modulates dense granule release in human platelets | human platelet-rich plasma, SFLLRN dense granule ATP release, luminescence | inhibition, %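 (compounds screened at 7.5 µM in platelet-rich plasma)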 | actives 0.22% (n = 300,000);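 active = mean replicate score, as percent of positive control, at or above 50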
HSF-1 act = increases HSF-1 driven luciferase reporter signal. NIH3T3-HGL HSF-1 luciferase reporter, MG132, 8 h; 100% = twice DMSO control signal. activation, % at 9 µM. actives 1.7% (n = 300,000);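 active = mean replicate activation of at least 50% with a set share of replicates each reaching 50%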;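 note: 0% = median of the neutral control wells and 100% = twice that signal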
HSP90 refold inh = HSP90 refolding inhibition in rabbit reticulocyte lysate; luciferase refolding luminescence, 3 h; inhibition, % at 5.6 µM; actives 0.91% (n = 290,000); AID 1789;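 active = inhibition above the screen-wide mean plus 3 SD, computed separately per campaign, cut at about 16% in these data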;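 note: 0% = DMSO wells and 100% = 60 µM geldanamycin wells; inhibitors lower the luminescence because luciferase stays unfolded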
HIF act = HIF pathway transcriptional activation; activation, % at 7.5 µM (by protocol); U2OS HRE-luciferase reporter, luminescence; normalized: DMSO 0%, desferrioxamine 100%; actives 0.32% (n = 300,000);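 active = mean activation of at least 10% of the iron chelator positive control signal, with at least half of replicates also reaching 10%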
AI-2 QS modul = modulates the Vibrio harveyi AI-2 quorum sensing system | AID 2094 | activity change, % at 7.5 µM | Vibrio harveyi JMH597 AI-2 luminescence/OD600 ratio, 9 h; hits give low values; strain lacks LuxN and CqsS sensors; 0 = neutral-control median | actives 0.4% (n = 300,000); in the data active = activity change below about -75%, passing the limit was not always enough;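 note: luminescence divided by OD600 gain over 9 h not by final OD600 alone; inactives centre near 13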
IEC-6 tox = IEC-6 cytotoxicity, counter-screen for KLF5 inhibitors. actives 0.78% (n = 290,000). luminescence viability. inhibition, % at 5 µM. AID 1825; in the data active = inhibition above about 22%;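 note: 0% = plate median of test compound wells and 100% = cytotoxic reference compound wells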
KLF5 inhibitor = inhibitors of KLF5 expression; DLD-1 KLF5 promoter-luciferase reporter, luminescence; inhibition, % at 5 µM; actives 0.23% (n = 290,000);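 active = inhibition above a per-plate limit of that plate's mean compound inhibition plus 3 SD, cut at about 60% in these data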;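 note: 0% = DMSO wells and 100% = LY294002 at 200 µM; higher means less KLF5 promoter-driven luciferase light; inactives centre near -14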
HDAC3 inh = human HDAC3 inhibition | inhibition, % at 8.3 µM | AID 2718 | recombinant HDAC3, fluorogenic peptide/trypsin coupled, fluorescence | O15379 | actives 0.15% (n = 320,000); in the data active = inhibition above about 26%, passing the limit was not always enough
Target sequence (O15379 whole entry, looked up): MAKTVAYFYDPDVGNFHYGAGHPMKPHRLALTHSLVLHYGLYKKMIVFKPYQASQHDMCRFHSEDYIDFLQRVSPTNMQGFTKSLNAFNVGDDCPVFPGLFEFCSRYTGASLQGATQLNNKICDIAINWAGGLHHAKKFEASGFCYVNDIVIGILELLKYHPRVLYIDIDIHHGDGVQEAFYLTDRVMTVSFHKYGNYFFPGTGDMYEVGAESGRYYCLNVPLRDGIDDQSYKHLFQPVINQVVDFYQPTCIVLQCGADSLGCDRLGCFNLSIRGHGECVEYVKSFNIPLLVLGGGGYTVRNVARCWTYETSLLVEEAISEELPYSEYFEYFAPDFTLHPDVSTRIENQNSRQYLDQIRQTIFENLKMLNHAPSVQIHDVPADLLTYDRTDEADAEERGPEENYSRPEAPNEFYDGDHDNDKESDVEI
aSyn UTR inh = MLPCN primary screen, SNCA 5' untranslated region. inhibition, % (tested at 7.5 µM). actives 0.82% (n = 300,000). alpha-synuclein 5'UTR reporter, inhibitor activity; in the data active = inhibition above about 60%;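 note: H4 neuroglioblastoma cells stably carrying SNCA 5'UTR luciferase fusion; 0% = DMSO wells and 100% = positive control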
Starred values were filed as active, the others as inactive; . = no result given.

Value order: HSF1 inhib | Platelet DG rel | HSF-1 act | HSP90 refold inh | HIF act | AI-2 QS modul | IEC-6 tox | KLF5 inhibitor | HDAC3 inh | aSyn UTR inh
> O=C(CN1CCN(S(=O)(=O)N2CCOCC2)CC1)Nc1ccc(Cl)c(Cl)c1
    -2 | -2 | -4 | 3 | -0.2 | 33 | 6 | -2 | 9 | 12
> CCN1CCN(C(=O)c2ccc3c(c2)c(C)c(C)n3Cc2ccccc2)CC1
    12 | 1 | 22 | 0 | 0.1 | -11 | 0 | 4 | -1 | 6
> O=C1CSC(c2ccccc2F)N1 (centres undefined)
    2 | -14 | 5 | -4 | -0.2 | 0 | -2 | 8 | 0 | -14
> O=C(CSc1nncc(=O)[nH]1)Nc1cccc([N+](=O)[O-])c1
    -8 | -5 | 19 | -1 | 0.2 | 16 | 2 | -2 | -4 | -18
> O=C(Cn1ncn2c(cc3ccccc32)c1=O)NCc1ccco1
    -2 | -8 | 6 | 2 | . | 14 | 2 | -1 | . | -11
> CCCCCC/C(=N/O)c1ccccn1
    6 | -1 | 26 | -1 | 2.0 | 15 | 2 | -3 | 2 | 36
> CCN(CC)C(=O)CSc1nnc(-c2ccccn2)n1-c1ccc(C)c(C)c1
    -3 | 5 | -16 | 0 | 0.0 | 11 | 2 | -7 | 1 | 7
> O=C(N/N=C/C(Br)=C\c1ccccc1)c1ccc2nc[nH]c2c1
    95 | -6 | 125* | 1 | 1.3 | 36 | 11 | 31 | 8 | -90
> Cn1ccnc1SCCC#N
    6 | 15 | -6 | 1 | -0.1 | 7 | -6 | 8 | 3 | -25
> NC(=O)Cn1c(=O)n(-c2ccccc2)c(=O)c2oc3ccccc3c21
    -6 | 4 | -6 | 3 | 0.1 | 2 | 0 | -26 | -3 | -22
> Cc1cc(C)c(NC(=O)NC(=O)C(Cl)(Cl)Cl)c(C)c1
    -14 | 21 | -16 | -4 | 0.0 | 31 | 1 | -23 | 1 | 6
> COc1cc(C(=O)Nc2ccc(C(C)=O)cc2)c(Br)c(OC)c1OC
    15 | 5 | -7 | -1 | 1.9 | -12 | 5 | -40 | 11 | -83
> CCC(C)NC(=O)c1ccccc1NC(=O)CN(c1ccc(OC)cc1)S(C)(=O)=O (centres undefined)
    . | 10 | . | 2 | . | 13 | -2 | -9 | 0 | .
> CCOC(=O)C1=C(CC)Nc2ccccc2N=C1NC(=O)c1oc2ccccc2c1C
    -44 | 12 | -39 | 3 | -1.8 | 9 | 2 | -36 | 7 | -24
> CCSc1nnc(NC(=O)/C=C/c2ccco2)s1
    14 | 3 | 28 | 4 | 4.5 | -11 | 1 | -29 | 1 | -320
> COc1ccc(C(=O)CN2CCN(S(=O)(=O)c3cccc([N+](=O)[O-])c3)CC2)cc1
    6 | -9 | 11 | 1 | -0.4 | -3 | -1 | -40 | -1 | -3
> CC1CCCC(C)N1C(=O)CSc1nnnn1C1CCCC1 (centres undefined)
    9 | -1 | 18 | -3 | 3.2 | 6 | -1 | -25 | . | -19
> Cc1ccccc1CN1C[C@@H]2C[C@@H](c3cn[nH]c3-c3ccccc3)N3CCC[C@@]23C1=O
    -2 | -2 | -6 | 5 | -1.0 | -4 | 2 | 26 | -2 | 6
> Cc1cc(=O)n2nc(N3CCC(C(=O)NCc4ccccc4Cl)CC3)sc2n1
    -9 | -3 | 1 | -7 | -0.2 | 38 | -4 | -14 | 2 | 5
> O=C(NCc1ccccc1F)C(c1ccccc1)c1ccccc1
    -1 | 2 | -4 | 1 | 0.8 | 16 | 0 | -15 | -1 | -12
> Cc1occc1C(=O)NNC(=O)CN1C(=O)NC(C)(c2ccccc2)C1=O (centres undefined)
    0 | -22 | 7 | . | -0.2 | -17 | . | . | 0 | -13
> COc1ccc(C(=O)NC(=S)Nc2ccc(N3CCOCC3)c(Cl)c2)cc1[N+](=O)[O-]
    -2 | 26 | -10 | 0 | 0.2 | 27 | -3 | -29 | 5 | -8
> CCC(C)n1nccc1NC(=O)C(C)Cl (centres undefined)
    3 | 3 | -4 | 1 | -0.2 | 13 | -1 | -1 | -6 | -17
> O=C(CNC(=O)c1ccco1)NC1CCCCCC1
    6 | -9 | 15 | . | 1.3 | 25 | . | . | . | -33
> Cc1ccc(-c2c[n+](CC(=O)Nc3ccccc3C)c3n2CCC3)cc1
    . | . | . | -3 | . | 19 | -6 | -38 | -1 | .
> CC1=CC(C)(C)NC(=S)N1c1cc(C)cc(C)c1
    1 | 5 | -10 | 2 | -0.3 | 0 | 9 | -39 | -6 | 1
> COc1ccc(/C=C(\NC(=O)c2cccs2)C(=O)Nc2ccccc2C)cc1OC
    -10 | 7 | -18 | -5 | -0.2 | 36 | -8 | -19 | 2 | 4
> Cc1cc(N2CCOCC2)ccc1/C=C1\NC(=O)N(CC(=O)Nc2ccccc2C)C1=O
    7 | -2 | -5 | 0 | 0.4 | 9 | 1 | -46 | 10 | -23
> COc1ccc(C2=NOC(C)(c3nnc(-c4ccncc4)o3)C2)cc1 (centres undefined)
    -8 | 5 | -20 | . | 0.6 | 3 | . | . | -12 | 11
> Cc1onc(-c2ccccc2)c1C(=O)Nc1ncc([N+](=O)[O-])s1
    -6 | 5 | 2 | -4 | 0.7 | 11 | 12 | -8 | 1 | -8
> CC(=O)N[C@H]1[C@H]([C@H](O)[C@H](O)CO)OC(C(=O)O)=C[C@@H]1O
    -4 | 2 | -7 | . | 0.2 | 8 | . | . | -15 | 7
> O=C(OCc1ccc(F)cc1)c1ccc2c(c1)-c1ccccc1C2=O
    . | -2 | . | -4 | 0.4 | 18 | -2 | -20 | 1 | -18
> C/C(=N/Nc1nc(C)cc(-c2ccccc2)n1)c1ccco1
    11 | -6 | 11 | 0 | 3.8 | 14 | 2 | -45 | 16 | -76
> O=C(NCCCN1CCOCC1)c1ccc(S(=O)(=O)Nc2ccccc2)cc1
    -2 | 2 | 7 | . | 2.9 | 13 | . | . | -2 | -14
> Cc1cccc(CN2CCN(C(=O)CCc3nnc(C4CCCCC4)o3)CC2)c1
    10 | 4 | -21 | 2 | 0.5 | 5 | -3 | -34 | -2 | -25
> O=C(c1nnsc1S(=O)c1ccc(Cl)cc1)N1CCOCC1 (centres undefined)
    194 | -1 | 267* | 8 | -1.8 | -53 | 14 | 14 | . | -50
> Cc1nn(-c2ccccc2)c(N2CCCC2)c1/C=N/NC(=S)Nc1ccccc1F
    -21 | 4 | -35 | 10 | 0.9 | 13 | -4 | -68 | -1 | -60
> N#CCNC(=O)c1cccn1-c1ncc(C(F)(F)F)cc1Cl
    4 | 7 | 6 | 4 | -0.9 | 7 | 3 | -10 | -3 | 23
> CC1CC(C)CN(C(=O)CNC(=O)c2ccc3ccccc3c2)C1 (centres undefined)
    -4 | -22 | -1 | -1 | -0.1 | 9 | 8 | -44 | -1 | -3
> Cc1ccc(F)cc1NC(=O)N1CCN(c2ccnc3cc(Cl)ccc23)CC1
    -6 | 2 | 0 | -6 | -0.2 | 19 | -8 | -22 | 3 | 17

Given as tab-separated lines: 2 of the compounds above
mol	HSF1 inhib	Platelet DG rel	HSF-1 act	HSP90 refold inh	HIF act	AI-2 QS modul	IEC-6 tox	KLF5 inhibitor	HDAC3 inh	aSyn UTR inh
O=C(NCCCN1CCOCC1)c1ccc(S(=O)(=O)Nc2ccccc2)cc1	-2	2	7	.	2.9	13	.	.	-2	-14
Cc1cccc(CN2CCN(C(=O)CCc3nnc(C4CCCCC4)o3)CC2)c1	10	4	-21	2	0.5	5	-3	-34	-2	-25

(listing goes on)
Value order: HSF1 inhib | Platelet DG rel | HSF-1 act | HSP90 refold inh | HIF act | AI-2 QS modul | IEC-6 tox | KLF5 inhibitor | HDAC3 inh | aSyn UTR inh
> CCOc1ccc(/C(O)=C2/C(=O)C(=O)N(CCN(C)C)C2c2ccccc2)cc1Cl (centres undefined)
    0 | -5 | 2 | 7 | 0.0 | 35 | 0 | 1 | -3 | 0
> COc1ccc(N2CCN(C(=O)c3cccs3)CC2)cc1
    0 | 7 | 18 | 5 | 1.3 | -11 | 0 | -26 | 4 | -69
> COC(=O)c1cc2oc(C)cc2n1CC(=O)Nc1cc(C)cc(C)c1
    -3 | -2 | -6 | -1 | -0.5 | -15 | 0 | -3 | 1 | 9
> COc1cc(/C=C(/C#N)C(=O)Nc2ccc(C)cc2)ccc1Oc1nc(Cl)ncc1F
    -7 | -7 | -9 | 5 | -0.5 | 29 | -11 | -23 | -6 | -49
> CC(=O)c1ccc(N2CCN(C(=O)c3ccc(-c4ccccc4)cc3)CC2)cc1
    0 | 3 | 17 | -1 | -0.1 | 47 | 3 | -14 | -2 | 26
> Cc1cc2cc(CNC(=S)Nc3ccc(OC(F)F)cc3)ccc2n1C
    -7 | -18 | 1 | 6 | -0.1 | -9 | -8 | 8 | -2 | -5
> CS(=O)(=O)c1ccc2nc(NC(=O)c3cc4ccccc4o3)sc2c1
    14 | 6 | 7 | 3 | 0.5 | 55 | -2 | -24 | -1 | -167
> O=C(NNC(=S)Nc1ccccc1)c1ccncc1
    -5 | 6 | 9 | 0 | 0.2 | 8 | 9 | -35 | 5 | 4
> Cc1ccccc1C(=O)Nc1cc(S(=O)(=O)N2CCCCC2)ccc1N1CCN(C)CC1
    -3 | -1 | -7 | -4 | 0.6 | 7 | 2 | -22 | 4 | 12
> COc1ccc(CCNC(=O)C2c3ccccc3C(=O)N2CCC(C)C)cc1OC (centres undefined)
    12 | -9 | 12 | -4 | -29 | -5 | 5 | -38 | -12 | 2
> Cc1ccc2cc(CN(CCCN3CCOCC3)C(=O)NC3CCCCC3)c(=O)[nH]c2c1C
    -1 | -1 | 9 | -3 | -0.9 | 7 | 2 | -12 | -1 | 2
> CC(NC(=O)Cn1cc(C(F)(F)F)ccc1=O)c1ccc(F)cc1 (centres undefined)
    -1 | -11 | 12 | -5 | -0.6 | 2 | -2 | 6 | 0 | 2
> COc1ccc(N(CC(=O)NCCSC(C)(C)C)S(C)(=O)=O)c(OC)c1
    -3 | 0 | -3 | 4 | 0.0 | 24 | 4 | 10 | 2 | 22
> CSc1nsc(SCC(=O)Nc2cc(C(=O)O)ccc2C)n1
    0 | -7 | 4 | 2 | 0.4 | 27 | 4 | -9 | 2 | 8
> Cc1ccc(/C=N/NC(=O)CNC(=O)COc2ccccc2)cc1
    -8 | 1 | 2 | 0 | 0.1 | 9 | 1 | -1 | -3 | 8
> CCOc1cccc(CNc2nnnn2C)c1
    -8 | 16 | 1 | -1 | -0.9 | 11 | -6 | -16 | 6 | -3
> Nc1nc(=S)[nH]c2c1C1(CCCCC1)Cc1ccccc1-2
    -8 | 8 | -13 | -1 | 0.3 | 4 | -8 | -7 | -5 | 14
> O=C(COc1cc(Cl)ccc1Cl)Nc1ccc2c(c1)CCC2
    -12 | -29 | -2 | 0 | 1.3 | 2 | -4 | -1 | -4 | -64

An excerpt from above in order of molecular weight, ascending.
Value order: HSF1 inhib | Platelet DG rel | HSF-1 act | HSP90 refold inh | HIF act | AI-2 QS modul | IEC-6 tox | KLF5 inhibitor | HDAC3 inh | aSyn UTR inh
> CCOc1cccc(CNc2nnnn2C)c1
    -8 | 16 | 1 | -1 | -0.9 | 11 | -6 | -16 | 6 | -3
> Cc1ccc(/C=N/NC(=O)CNC(=O)COc2ccccc2)cc1
    -8 | 1 | 2 | 0 | 0.1 | 9 | 1 | -1 | -3 | 8
> CSc1nsc(SCC(=O)Nc2cc(C(=O)O)ccc2C)n1
    0 | -7 | 4 | 2 | 0.4 | 27 | 4 | -9 | 2 | 8
